Pf growth 96h: Primary qHTS for delayed death inhibitors of the malarial parasite plastid, 96 hour incubation; P. falciparum luciferase reporter growth, 96 h; Potency, µM (titrated, usually from 28.7 µM), for inactives: at the highest dose activity change, negative = inhibition, usual class: inhibitors; actives 6.9% (n = 320,000); AID 504834, 2011; note: potency is the fitted concentration of half-maximal effect; % is set by controls: 0 for no effect and ±100 for the full control effect
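Plates of compound plus infected erythrocytes (2% hematocrit, 0.05% parasitemia final) incubate 96 hours, 37 C, 5% CO2. Detection reagent added; reduced luminescence from the parasites' luciferase reporter flags inhibition.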
Pf growth 48h: Primary qHTS for delayed death inhibitors of the malarial parasite plastid, 48 hour incubation | P. falciparum luciferase growth in erythrocytes, 48 h | actives 5.9% (n = 310,000) | Potency, µM (doses to about 28.7 µM), without a hit: at the top dose activity change, negative = inhibition, most hits filed as inhibitors; note: potency is the fitted concentration of half-maximal effect; % is set by controls: 0 for no effect and ±100 for the full control effect
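Compounds are pin-transferred into medium, infected erythrocytes (2% hematocrit, 0.1% parasitemia final) are added, and plates sit one parasite generation at 37 C in 5% CO2. Detection reagent is then added and luminescence measured.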
Shiga inhibitor: A qHTS for Small Molecule Inhibitors of Shiga Toxin; inhibition, % at 38.7 µM; Vero cells, Shiga toxin protein synthesis inhibition reporter; actives 9.2% (n = 290,000); in the data active = inhibition mostly above about 28%, no sharp cut-off; inactive = mostly below about 43%; note: 0% is about no effect
CHX counter: Cycloheximide Counterscreen for Small Molecule Inhibitors of Shiga Toxin; actives 12% (n = 300,000); cell reporter, cycloheximide protein synthesis inhibition counterscreen; AID 2314, 2010; max response, %; in the data active = max response mostly above about 13%, no sharp cut-off; inactive = mostly below about 14%; note: read at 38.3 µM for the half of the compounds with a filed dose; 0% is about no effect
TbPYK inhibitor: qHTS of Trypanosoma Brucei Inhibitors; pyruvate kinase (Trypanosoma brucei), Q57TT1; TbPYK enzyme, Kinase-Glo Plus ATP luminescence, 45 min; Potency, µM (top dose mostly 76.8 µM), without a hit: top-dose activity, negative = inhibition, hits mostly inhibitors; actives 0.12% (n = 410,000); note: potency is the fitted concentration of half-maximal effect; % is set by controls: 0 for no effect and ±100 for the full control effect; nearly all actives have a fitted effect of over 50% in size
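Glycolytic pyruvate kinase of T. brucei was incubated with substrate, test compound and 130 uM ADP for 45 minutes at room temperature. Luminescent Kinase-Glo Plus signal was measured after 10 minutes.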
HCV inhibitor: qHTS Assay for Inhibitors of Hepatitis C Virus (HCV) | Huh7.5.1 HCVcc-Cre infection, luciferase reporter, 44 h | Potency, µM (series often up to 41.8 µM), inactives show top-dose activity change, negative = inhibition, most hits filed as inhibitors | actives 3.4% (n = 340,000) | AID 651820, 2012; note: potency is the fitted concentration of half-maximal effect; % is set by controls: 0 for no effect and ±100 for the full control effect
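Seed cells (1,000/well) for 4 h; treat with compound and infect with HCVcc-Cre, moi about 0.5. Incubate 44 h, then detect luciferase activity.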
LmPK inh: qHTS Assay for Inhibitors of Leishmania Mexicana Pyruvate Kinase (LmPK) | Q27686 | purified LmPK, Kinase-Glo ATP luminescence, 1 h | Potency, µM (top dose mostly 57.5 µM), for inactives: top-dose activity change, negative = inhibition, usual class: inhibitors | actives 0.37% (n = 290,000) | AID 1721, 2009; note: potency is the fitted concentration of half-maximal effect; % is set by controls: 0 for no effect and ±100 for the full control effect
Target sequence (Q27686 whole entry, looked up): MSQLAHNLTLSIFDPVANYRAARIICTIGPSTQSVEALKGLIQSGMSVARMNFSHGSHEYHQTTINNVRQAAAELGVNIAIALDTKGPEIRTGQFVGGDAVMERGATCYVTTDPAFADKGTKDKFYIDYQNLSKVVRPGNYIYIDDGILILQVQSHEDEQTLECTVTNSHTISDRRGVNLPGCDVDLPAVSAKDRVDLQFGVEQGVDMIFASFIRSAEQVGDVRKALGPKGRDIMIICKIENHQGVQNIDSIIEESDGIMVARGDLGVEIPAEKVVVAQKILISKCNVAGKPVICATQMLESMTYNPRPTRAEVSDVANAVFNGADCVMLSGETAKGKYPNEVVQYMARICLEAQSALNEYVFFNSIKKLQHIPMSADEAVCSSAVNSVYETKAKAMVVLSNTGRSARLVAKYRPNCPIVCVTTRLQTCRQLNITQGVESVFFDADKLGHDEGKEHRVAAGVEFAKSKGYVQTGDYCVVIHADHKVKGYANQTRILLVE
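In 50 mM imidazole pH 7.2 with 7 mM MgCl2, LmPK (0.1 nM) turned over PEP (0.5 mM) and ADP (0.1 mM) for 1 h at room temperature. Luciferase read-out of ATP.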
* hit, by the source's call; ? = inconclusive; . = no result given; [ ] = dose if it differs, or a comment. Unless noted, calls come from the whole dose curve; as a rule, active = well fitted curve in the direction sought with a large enough effect; inconclusive = small, poorly fitted or top-dose-only effect, or another doubt; inactive = no such curve, though single readings can be large; an effect the other way counts as inactive or inconclusive. Rows are unselected (roughly 24% active in at least one column).

structure,HCV inhibitor,CHX counter,Pf growth 48h,Pf growth 96h,Shiga inhibitor,LmPK inh,TbPYK inhibitor
Cc1ccc2c(c1)/C(=C/c1ccccc1C)C(=O)N2,-24%,-2,13%,-20%,4,0%,6%
CC(C)c1ccc(NC(=O)C(c2ccccc2)N(Cc2ccco2)C(=O)CC2NC(=O)NC2=O)cc1 (stereo unspecified),0%,-4,?,?,-9,0%,0%
CC(CCn1cccn1)NC(=O)CCc1nnc(CCc2ccccc2)o1 (stereo unspecified),6%,5,17%,22%,-10,2%,1%
CCn1c(=O)c2cc(C(=O)N(C)c3cc(C)ccc3OC)sc2c2ccccc21,13µM*,-1,13µM*,?,-5,5%,-1%
Cc1oc(S(=O)(=O)N(C)C)cc1C(=O)Nc1ccc(F)cc1,0%,-3,7%,19%,-7,0%,1%
Cc1ccccc1OCCC(=O)N1CCN(S(=O)(=O)c2ccc(F)cc2)CC1,17%,1,?,-15%,1,-3%,4%
CN(C)S(=O)(=O)c1cccc(NC(=O)CN2C(=O)NC(Cc3c[nH]c4ccccc34)C2=O)c1 (stereo unspecified),1.6µM*,17,-5%,-29%,-13,1%,-2%
CCn1c2ccccc2c2cc(NC(=O)c3ccco3)ccc21,3.2µM*,18*,13µM*,.,41,-5%,-3%
CNC(=O)c1ccsc1NC(=O)c1ccc(S(=O)(=O)N2CCc3ccccc32)cc1,?,-3,?,12µM*,-13,1%,-11%
Cc1cc(NC(=O)CSc2nnc(-c3cccs3)n2N)no1,20%,-3,-29%,0%,-17,-2%,0%
O=C(C1CC1)N1N=C(C2CCCCC2)CC1(O)C(F)(F)F (stereo unspecified),-3%,1,-14%,16%,-12,15%,5%
O=C1C(C2=NC(c3ccccn3)C3C(=O)N(c4ccc(OC(F)(F)F)cc4)C(=O)C23)=C(O)c2ccccc21 (stereo unspecified),?,-3,-11%,16%,-13,8%,3%
COc1cccc(CN(C(=O)c2ccccc2Br)C2CCS(=O)(=O)C2)c1 (stereo unspecified),9%,-7,-12%,?,-7,-10%,3%
Cc1cc(-c2ccccc2)nc(N/N=C/c2cccnc2)n1,?,2,28%,?,22,-20%,0%
COc1ccc(CN2C(=O)C(=O)N(CC(N)=O)C2=O)cc1,10%,-4,23%,-2%,-8,2%,1%
CCN(C(=O)CSc1nnc(-c2c[nH]c3ccccc23)o1)C1CCS(=O)(=O)C1 (stereo unspecified),-12%,7,4%,?,-5,-1%,-13%
CCOc1ccc(-n2cc(-c3ccccc3)c3c(=S)nc[nH]c32)cc1,?,7,?,?,9,9%,-3%
COc1cccc(CN(C)CC2CCCN(CCc3ccc(Cl)cc3)C2)c1OC (stereo unspecified),?,-1,5.9µM*,2.9µM*,-4,3%,-3%
CC(C)CCN=Cc1c(O)n(-c2ccccc2)c(=O)c2ccccc12,0%,-3,.,?,-14,3%,2%
COc1cccc(NC(=O)c2ccc3c(O)c(S(=O)(=O)c4ccccc4)c(=O)[nH]c3c2)c1,12%,24,27%,-9%,-2,1%,?
Cc1ccc(-c2ocnc2C(=O)Nc2ccccc2NC(=O)c2ccccn2)cc1,?,9,2.1µM*,18%,-12,-1%,-1%
COc1cccc(C2NC(=O)c3sc(=S)n(-c4ccccc4)c3N2)c1 (stereo unspecified),-5%,-3,-18%,.,-18,8%,?
Cc1ccc(-n2nnnc2SCC(=O)N2CCc3ccccc3C2)c(C)c1,13µM*,1,?,13µM*,10,-5%,-6%
O=C(CN1CCCC1=O)NC1(C(F)(F)F)NC(=O)N(Cc2ccccc2)C1=O (stereo unspecified),?,-3,8%,.,-4,-3%,5%
Cc1nn(C)c(C)c1NC(=S)Nc1ccc(S(=O)(=O)Nc2ncccn2)cc1,17%,-1,-3%,-19%,-4,1%,-1%
COc1ccc(Br)cc1CN(C)CC(=O)Nc1ccccc1Cl,1%,0,15%,13%,8,-2%,-7%
O=C(c1ccco1)N1CCN(Cc2cc(=O)c(OCc3c(F)cccc3Cl)co2)CC1,5%,.,?,-24%,.,.,-17%
O=C1CCCN1c1ncc(S(=O)(=O)c2ccc([N+](=O)[O-])cc2)s1,?,-2,?,4.1µM*,27,2%,-4%
O=C(CCl)N1CCN(CC(=O)N2CCCC2)CC1,6%,-2,?,?,-4,-6%,2%
CCN(CC(=O)NCc1ccc(Cl)cc1)C(=O)c1cc(OC)cc(OC)c1,-12%,-1,7%,33%[activator],-7,1%,1%
O=C(NCC(=O)N1CCCC(C(F)(F)F)C1)c1ccc(Br)o1 (stereo unspecified),33%[activator],.,5%,6%,.,.,0%
O=C(CSc1nnc(-c2ccc(Cl)cc2)o1)N1CCOCC1,2%,53*,89%[activator],2%,81*,-4%,1%
CN(C(=O)COC(=O)CN1C(=O)c2cccc([N+](=O)[O-])c2C1=O)c1ccccc1,18%,.,-13%,?,.,.,-4%
NS(=O)(=O)c1ccc(CCNC(=O)COC(=O)Cc2ccc([N+](=O)[O-])cc2)cc1,1%,.,-27%,?,.,.,0%
CCOC(=O)c1cc(CC)sc1NC(=O)COC(=O)c1cnccn1,?,.,3%,6%,.,.,-3%
Nc1nc(SCC(=O)C23CC4CC(CC(C4)C2)C3)n[nH]1,21%,-3,?,16%,-7,1%,-20%
CC(C)(C)OC(=O)NCCCCCc1nnc(SCc2cccc(F)c2)o1,?,-3,?,-10%,13,3%,-1%
Cc1cc(C)c2c3c(sc2n1)C(=O)N(Cc1ccccc1)CC(=O)N3,4%,-2,.,?,-15,8%,.
O=[N+]([O-])c1ccc(CSc2ncnc3c2ncn3[C@@H]2O[C@H](CO)[C@@H](O)[C@H]2O)cc1,?,.,-1%,?,.,.,-8%
COc1cc(/C=N/NC(=O)C(=O)NCc2ccco2)ccc1O,1%,1,-6%,-3%,17,7%,-1%
C=C1CC(C(=O)N/N=C/c2ccccc2)C1,-2%,40*,37%[activator],34%[activator],41*,-6%,0%
CNC(=O)CN(C1CCCCC1)S(=O)(=O)c1ccc(OC)c(Cl)c1,9%,-2,-5%,.,-10,0%,-2%
Cc1cccc(C(=O)Nc2ccccc2-c2nnn(CC(=O)Nc3ccc4c(c3)OCCO4)n2)c1,-15%,-5,?,?,-8,6%,-3%
Cc1ccc(C)c(N(C)C(=O)CCS(=O)(=O)c2cccc3nonc23)c1,2%,-5,-16%,21%,-10,-6%,6%
C=CCn1c(=O)c2ccccc2n2c(SCc3nc(N)nc(Nc4ccccc4C)n3)nnc12,-26%,1,8.3µM*,?,-6,8%,-2%

Entries above containing bromine:
structure,HCV inhibitor,CHX counter,Pf growth 48h,Pf growth 96h,Shiga inhibitor,LmPK inh,TbPYK inhibitor
COc1cccc(CN(C(=O)c2ccccc2Br)C2CCS(=O)(=O)C2)c1 (stereo unspecified),9%,-7,-12%,?,-7,-10%,3%
COc1ccc(Br)cc1CN(C)CC(=O)Nc1ccccc1Cl,1%,0,15%,13%,8,-2%,-7%
O=C(NCC(=O)N1CCCC(C(F)(F)F)C1)c1ccc(Br)o1 (stereo unspecified),33%[activator],.,5%,6%,.,.,0%

Later entries
structure,HCV inhibitor,CHX counter,Pf growth 48h,Pf growth 96h,Shiga inhibitor,LmPK inh,TbPYK inhibitor
COC(c1ccccc1)c1nnc(CCC(=O)N2CCN(C3CCCC3)CC2)o1 (stereo unspecified),21%,-3,15%,-18%,-2,-9%,-6%
c1ccc2c(c1)Cc1cc(CN3CCOCC3)ccc1-2,12%,41*,207%[activator],.,76*,-2%,-10%
Cc1ccccc1OCCCc1c(C)n[nH]c1C,-9%,17,17%,34%[activator],8,-1%,5%
CC(C(=O)c1c[nH]c(C(N)=O)c1)c1ncc(C(F)(F)F)cc1Cl (stereo unspecified),0%,-1,17%,-16%,-10,2%,1%
CCc1cc(=O)oc2c(CN3CCN(C)CC3)c(O)ccc12,15%,-4,0%,-8%,-11,6%,-2%
CC(=O)Nc1ccc(NC(=O)C(C)OC(=O)/C=C/c2ccc3c(c2)OCO3)cc1 (stereo unspecified),-10%,.,9%,28%,.,.,1%
CCn1nc(C)c(CN2CCC(n3nccc3NC(=O)c3ccccc3OC)CC2)c1C,-25%,2,-1%,?,-5,0%,-8%
Cc1cccc(NC(=O)CN(C)S(=O)(=O)c2ccc(-c3ccc(=O)[nH]n3)s2)c1C,4%,7,?,-7%,-7,1%,-13%
COCCN(C(=O)CCC(=O)Nc1cc(C)on1)C(C(=O)NC1CCCC1)c1ccc(C)cc1 (stereo unspecified),-3%,-2,-4%,?,-7,0%,-1%
CCN(CC(=O)Nc1ccc(NC(C)=O)cc1)C(=O)/C=C/c1cn(-c2ccccc2)nc1-c1ccc(F)cc1,-18%,.,?,11%,.,.,-7%
CSCCC1C(C#N)=C(N)Oc2n[nH]c(-c3cccs3)c21 (stereo unspecified),12%,1,-2%,?,-9,1%,-18%
S=C1NC(C23CC4CC(CC(C4)C2)C3)=CC(c2ccc3c(c2)OCO3)N1 (stereo unspecified),?,7,4.1µM*,?,7,-1%[11.5 µM],-15%
Cc1cc(C(F)F)nn1CC(=O)NCc1ccccc1F,20%,-2,4%,0%,-8,3%,-5%
O=C(Cn1cnc2ccccc21)Nc1cc(C(F)(F)F)ccc1N1CCOCC1,6%,-2,4.7µM*,4.1µM*,-6,-4%,-4%
O=Cc1c(NCCN2CCCC2)c2ccccc2[nH]c1=O,2%,-3,128%[activator],-8%,-4,0%,-7%
CNC(=O)/C(C#N)=C\c1ccc(CNS(=O)(=O)c2ccc(Cl)cc2)o1,17%,1,13%,?,-5,3%,-10%
O=C1CC(c2ccccc2)CC(=O)C1=CN1CCCC1 (stereo unspecified),?,-1,33%[activator],5%,-8,3%,-3%
COc1cccc(N2CC(C(=O)Nc3nnc(SCC(=O)c4ccccc4)s3)CC2=O)c1 (stereo unspecified),-11%,1,-8%,?,-12,0%,-5%
CC(c1nnc(SCC(=O)N2CC(=O)Nc3ccccc32)n1Cc1ccccc1)N(C)C (stereo unspecified),0%,-1,-27%,.,-8,0%,-6%
O=C(O)c1ccc(CNC(=O)c2ccc(S(=O)(=O)N3CCCCC3)cc2)cc1,12%,.,17%,-25%,.,.,-11%
CC(=O)C(C(C)=O)C(NC(=O)c1cccnc1)(C(F)(F)F)C(F)(F)F,27%,-6,46%[activator],0%,-2,1%,?

An excerpt from above in order of length of the SMILES, ascending:
structure,HCV inhibitor,CHX counter,Pf growth 48h,Pf growth 96h,Shiga inhibitor,LmPK inh,TbPYK inhibitor
CNC(=O)/C(C#N)=C\c1ccc(CNS(=O)(=O)c2ccc(Cl)cc2)o1,17%,1,13%,?,-5,3%,-10%
O=C(O)c1ccc(CNC(=O)c2ccc(S(=O)(=O)N3CCCCC3)cc2)cc1,12%,.,17%,-25%,.,.,-11%
COc1cccc(N2CC(C(=O)Nc3nnc(SCC(=O)c4ccccc4)s3)CC2=O)c1 (stereo unspecified),-11%,1,-8%,?,-12,0%,-5%

Screening data as filed in PubChem BioAssay.
